# High-throughput results: PubChem BioAssay, National Center for Advancing Translational Sciences (NCATS)
# TDP1 inh = qHTS Assay for Inhibitors of Tyrosyl-DNA Phosphodiesterase (TDP1) | Tyrosyl-DNA phosphodiesterase 1 (Homo sapiens), Q9NUW8 | recombinant TDP1, AlphaScreen DNA substrate cleavage | Potency, µM (top dose mostly 130 µM), for the others: at the top dose activity change, negative = inhibition, actives largely listed as inhibitors | hit rate 0.28% among 350,000 | AID 485290, 2010; also: nearly all actives have a fitted effect of over 40% in size
# Target sequence (Q9NUW8 whole entry, looked up): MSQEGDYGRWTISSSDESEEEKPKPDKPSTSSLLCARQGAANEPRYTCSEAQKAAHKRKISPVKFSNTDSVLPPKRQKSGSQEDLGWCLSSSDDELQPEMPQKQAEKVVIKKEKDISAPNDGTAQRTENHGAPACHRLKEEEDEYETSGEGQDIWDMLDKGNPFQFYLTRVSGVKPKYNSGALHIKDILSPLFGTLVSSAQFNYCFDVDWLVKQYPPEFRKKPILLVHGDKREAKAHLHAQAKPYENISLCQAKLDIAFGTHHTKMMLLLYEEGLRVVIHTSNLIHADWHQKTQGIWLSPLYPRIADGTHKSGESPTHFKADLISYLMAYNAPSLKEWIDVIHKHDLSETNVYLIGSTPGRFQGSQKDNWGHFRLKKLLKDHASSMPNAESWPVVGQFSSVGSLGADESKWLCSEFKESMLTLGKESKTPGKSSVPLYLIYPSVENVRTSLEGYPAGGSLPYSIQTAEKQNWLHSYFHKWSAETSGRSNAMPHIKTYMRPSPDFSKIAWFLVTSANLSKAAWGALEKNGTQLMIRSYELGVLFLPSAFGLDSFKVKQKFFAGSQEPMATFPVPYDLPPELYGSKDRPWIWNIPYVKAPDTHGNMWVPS
#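 Enzyme-compound mixtures sat 15 min at room temperature, followed by a 5 min reaction with 15 nM final substrate and 10 min with AlphaScreen beads. Recombinant human Tdp1 was used at 1 nM final.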
# FEN1 inhibitor = qHTS Assay for the Inhibitors of Human Flap endonuclease 1 (FEN1). hit rate 0.35% among 390,000. Recombinant FEN1 flap cleavage, fluorescence, 15 min. Potency, µM (doses to about 114 µM), without a hit: at the highest dose activity change, negative = inhibition, hits mostly inhibitors; also: nearly all actives have a fitted effect of over 65% in size
# Target sequence (P39748 whole entry, looked up): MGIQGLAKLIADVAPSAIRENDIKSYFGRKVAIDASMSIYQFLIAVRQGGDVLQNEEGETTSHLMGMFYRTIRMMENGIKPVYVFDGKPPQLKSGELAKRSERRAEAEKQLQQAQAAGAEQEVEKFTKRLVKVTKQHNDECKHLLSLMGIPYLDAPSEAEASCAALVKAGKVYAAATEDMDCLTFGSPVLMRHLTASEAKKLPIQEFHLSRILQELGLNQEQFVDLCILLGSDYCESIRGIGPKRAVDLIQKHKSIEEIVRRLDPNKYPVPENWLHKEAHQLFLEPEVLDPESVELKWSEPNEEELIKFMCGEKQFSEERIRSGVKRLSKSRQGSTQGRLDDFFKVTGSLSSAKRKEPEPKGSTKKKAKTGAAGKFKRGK
#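 Potency values derive from four-parameter Hill fits of normalized qHTS data. The reaction used 10 nM FEN1 preincubated 15 min at room temperature with compound, then 50 nM DNA substrate, read at 0 and 15 min.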
# N370S GC = qHTS Assay for Inhibitors and Activators of N370S glucocerebrosidase as a Potential Chaperone Treatment of Gaucher Disease. Potency, µM (series often up to 59.4 µM), for the others: top-dose activity change, negative = inhibition, actives largely listed as inhibitors. hit rate 0.092% among 330,000. N370S GC spleen homogenate, 4MU-glucoside fluorescence;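 also: 0% = full enzyme activity and -100% = no enzyme basal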
# An asterisk follows results filed as active; u = inconclusive; x = no result given; & = joins results of further samples; [ ] = remark or other dose. Calls follow the shape of the dose curve; as a rule, active = well fitted curve in the direction sought with a large enough effect; inconclusive = small, poorly fitted or top-dose-only effect, or another doubt; inactive = no such curve, though single readings can be large; an effect the other way counts as inactive or inconclusive. Unless noted, % is scaled to controls: 0 for no effect and ±100 for the full control effect; potency is read from the fitted curve at half-maximal effect.
1. COc1ccc(C)cc1NC(=O)c1c2c(nc3ccccc13)C(=O)N(C1CCCCC1)C2
2. CCOC(=O)c1cc[nH]c1C
3. CC(N)=NCCCC[C@@H](N)C(=O)O
4. Cc1ccc(C)c(CNC(=O)c2sc3ncnc(N(C)C4CCCCC4)c3c2C)c1
5. CC(=O)N1CCN(C2=Nc3cccc4cccc2c34)CC1
6. CC(=O)Nc1ccc(NS(=O)(=O)c2ccc(-c3cnc(C4CC4)o3)cc2)cc1
compound no. | 1 | 2 | 3 | 4 | 5 | 6
FEN1 inhibitor | -1.0% | -3.5% | -1.5%[57.1 µM] | 0.6% | 1.3% | 16.3%
TDP1 inh | 9.7% | 0.0% | 9.6%[56.1 µM] | -0.5% | 4.0% | 1.0%
N370S GC | x | -10.5% | -1.6% | x | -12.4% | -16.1%

7. O=C(COC(=O)/C=C/c1ccccc1[N+](=O)[O-])Nc1ccc(S(=O)(=O)N2CCOCC2)cc1
8. Cc1cccc2nc(C(=O)Nc3cc(Cl)ccc3-n3cncn3)cn12
9. C/C(=N\NS(=O)(=O)c1ccccc1)c1cccc(NC(=O)c2cccc(Cl)c2)c1
10. CC(C)Nc1nc(Cl)nc(NC2CCCCC2)n1
11. O=C(O)[C@H]1CN(C/C=C/P(=O)(O)O)CCN1
12. CCCCCCn1nc(C(=O)N(CCOC)c2c(N)n(CCCC)c(=O)[nH]c2=O)c2ccccc2c1=O
compound no. | 7 | 8 | 9 | 10 | 11 | 12
FEN1 inhibitor | -1.8% | -17.0% | -8.1% | 18.8% | x | 2.4%
TDP1 inh | 2.8% | -1.2% | 4.4% | x | 4.5% | x
N370S GC | x | x | 18.0% | -4.1% | -21.8% | -7.2%

13. Cc1ccc(CNC(=O)CSc2nc3ccsc3c(=O)n2Cc2ccccn2)cc1
14. CCc1ccc(NC(=O)C(CC)n2c(=O)c(C(F)(F)F)nc3ccccc32)cc1 (configuration not stated)
15. CCOc1ccc(C2C(C#N)=C(N)Oc3nc[nH]c(=O)c32)cc1OC (configuration not stated)
16. COc1cccc(N2CC(NS(=O)(=O)c3cccs3)CC2=O)c1 (configuration not stated)
17. COc1ccc(Cl)c2sc(N3CCN(C(C)=O)CC3)nc12
18. O=C(NCc1ccco1)[C@@H]1CCCN1C(=O)c1cccs1
compound no. | 13 | 14 | 15 | 16 | 17 | 18
FEN1 inhibitor | -3.5% | 20.2% | 2.9% | 3.3% | -4.8% | -1.2%
TDP1 inh | -1.1% | 0.0% | -1.1% | x | 2.5% | -2.0%
N370S GC | 7.8% | x | 4.8% | -4.4% | 0.0% | -25.4%

19. CC(C)C(=O)N1CCN(c2ccc(NC(=O)c3ccc([N+](=O)[O-])o3)cc2Cl)CC1
20. Cc1ccc2cccc(Oc3ncnc4sc(C)c(C)c34)c2n1
21. CSc1ccc(C=O)cc1
22. O=C(Nc1ccc(Br)cc1Cl)Nn1cnnc1
23. O=C(OCc1ccc(Cl)c(Cl)c1)c1ccc[nH]1
24. COc1cc(NC(=O)c2ccc3c(c2)OCO3)ccc1NC(=O)C(C)C
compound no. | 19 | 20 | 21 | 22 | 23 | 24
FEN1 inhibitor | -22.8% | -3.9% | 5.0% | 16.3% | 1.6% | -5.8%
TDP1 inh | 0.0% | 5.5% | 0.9%&11.6% | 2.1% | -13.4% | 0.0%
N370S GC | 9.3% | 6.3% | -4.4% | -12.9% | -5.3% | 10.0%

25. CC(=O)c1ccc(NC(=O)/C=C/c2ccc(C)o2)cc1
26. COc1ccc(NC(=O)CN(c2ccc(OC)c(Cl)c2)S(=O)(=O)c2ccccc2)c(OC)c1
27. COc1ccc(NS(=O)(=O)c2ccc(C)cc2)c([N+](=O)[O-])c1
28. CN(C(=O)C1CCCO1)c1nnc(-c2ccccn2)s1 (configuration not stated)
29. Cc1cc(NC(=O)CSc2nc(-c3ccccc3C)nc3c2c(=O)n(C)c(=O)n3C)no1
30. COc1ccc(OC)c(-n2c(SCC(=O)Nc3cccc(S(N)(=O)=O)c3)nc3ccccc3c2=O)c1
compound no. | 25 | 26 | 27 | 28 | 29 | 30
FEN1 inhibitor | -10.8% | 6.3% | 20.7% | 7.7% | -7.7% | -16.5%
TDP1 inh | 4.2% | x | 7.5% | 6.1% | 8.1% | 4.7%
N370S GC | x | 1.2% | -4.3% | 5.5% | x | 27.9%

# A section of the results above:
4. Cc1ccc(C)c(CNC(=O)c2sc3ncnc(N(C)C4CCCCC4)c3c2C)c1
5. CC(=O)N1CCN(C2=Nc3cccc4cccc2c34)CC1
6. CC(=O)Nc1ccc(NS(=O)(=O)c2ccc(-c3cnc(C4CC4)o3)cc2)cc1
7. O=C(COC(=O)/C=C/c1ccccc1[N+](=O)[O-])Nc1ccc(S(=O)(=O)N2CCOCC2)cc1
compound no. | 4 | 5 | 6 | 7
FEN1 inhibitor | 0.6% | 1.3% | 16.3% | -1.8%
TDP1 inh | -0.5% | 4.0% | 1.0% | 2.8%
N370S GC | x | -12.4% | -16.1% | x

# More compounds
31. COC(=O)c1ccc(/C=C/C(=O)OCC(=O)NCc2cccs2)cc1
32. c1ccc(-c2onc(-c3ccco3)c2-c2ccc3c(c2)OCO3)cc1
33. CCc1ccc(N2CC(C(=O)Nc3ccc(S(=O)(=O)N4CCCCC4)cc3)CC2=O)cc1 (configuration not stated)
34. O=C(Cc1nnc(NC(=O)c2ccccc2)s1)N/N=C/c1ccc(O)cc1
35. Cc1occc(=O)c1OC(=O)Nc1ccccc1
36. CN(C)CCCNC(=O)CC(c1ccccc1)c1ccccc1O (configuration not stated)
compound no. | 31 | 32 | 33 | 34 | 35 | 36
FEN1 inhibitor | 4.0% | 5.7%&-1.2% | -2.1% | -9.7% | -3.6% | -1.6%
TDP1 inh | 0.6% | x | 0.9% | x | 2.3% | 1.0%
N370S GC | x | 2.7% | -9.4% | -6.1% | 1.1% | 1.3%

37. CC[C@H](C)[C@H](NC(=O)[C@H](CO)NC(=O)[C@H](CC(C)C)NC(=O)[C@@H]1CCCN1C(=O)[C@@H]1CCCN1C(=O)[C@H](CC(=O)O)NC(=O)[C@@H](N)CC(=O)O)C(=O)N[C@@H](CC(=O)O)C(=O)N[C@@H](CC(C)C)C(=O)N[C@H](C(=O)N[C@@H](Cc1ccccc1)C(=O)N[C@@H](Cc1cnc[nH]1)C(=O)N[C@@H](CC(C)C)C(=O)N[C@@H](CC(C)C)C(=O)N[C@@H](CCCNC(=N)N)C(=O)N[C@H](C(=O)N[C@@H](CC(C)C)C(=O)N[C@@H](CC(C)C)C(=O)N[C@@H](CCC(=O)O)C(=O)N[C@@H](CC(C)C)C(=O)N[C@@H](C)C(=O)N[C@@H](CCCNC(=N)N)C(=O)N[C@H](C(=O)N[C@@H](CCC(N)=O)C(=O)N[C@@H](CO)C(=O)N[C@@H](CCC(N)=O)C(=O)N[C@@H](CCCNC(=N)N)C(=O)N[C@@H](CCC(=O)O)C(=O)N[C@@H](CCCNC(=N)N)C(=O)N[C@@H](C)C(=O)N[C@@H](CCC(=O)O)C(=O)N[C@@H](CCC(N)=O)C(=O)N[C@@H](CC(N)=O)C(=O)N[C@@H](CCCNC(=N)N)C(=O)N[C@H](C(=O)N[C@H](C(=O)N[C@@H](Cc1ccccc1)C(=O)N[C@@H](CC(=O)O)C(=O)N[C@@H](CO)C(=O)N[C@H](C(N)=O)C(C)C)[C@@H](C)CC)[C@@H](C)CC)[C@@H](C)O)[C@@H](C)O)[C@@H](C)O
38. CCC(C)[C@H](NC(=O)N1CC(=O)Nc2ccccc21)C(=O)N[C@@H](C(=O)O)c1ccccc1 (some centres not stated)
39. COc1ccc(N2CC(C(=O)N[C@@H](C)C(=O)NCc3ccccc3OC)CC2=O)cc1 (some centres not stated)
40. COc1ccc(S(=O)(=O)NCCc2sc(C)nc2C)cc1F
41. COc1ccc(NC(=S)N(Cc2ccc(Cl)cc2)Cc2ccc(C(=O)O)cc2)cc1Cl
42. Cc1ccc(NC(=O)CN2CCN(c3ccccc3F)CC2)cc1F
compound no. | 37 | 38 | 39 | 40 | 41 | 42
FEN1 inhibitor | x | -7.7% | 20.1% | -7.0% | -3.5% | 0.6%
TDP1 inh | 8.9% | 4.1% | 2.1% | 6.6% | -1.1% | 1.2%
N370S GC | 1.7% | -19.4% | -1.5% | x | 9.0% | x

43. O=C1c2ccccc2-n2c1nc1ccccc1c2=O
44. CSc1nc(C)cc(OCC#N)n1
45. O=[N+]([O-])c1ccc(S(=O)(=O)N2CCn3cccc3C2c2ccccc2F)cc1 (configuration not stated)
46. O=C(NNC(=O)C1CCCO1)c1ccc(F)cc1 (configuration not stated)
47. COc1ccc(-c2csc3ncnc(N4CCN(c5cccc(Cl)c5)CC4)c23)cc1
48. Cc1nnc(NC(=O)C2CCCO2)s1 (configuration not stated)
compound no. | 43 | 44 | 45 | 46 | 47 | 48
FEN1 inhibitor | 2.6% | -10.1% | 6.3% | -2.0% | -8.1% | -0.7%
TDP1 inh | 9.3%&8.9%&3.8% | 1.9% | 13.0% | 2.7% | 2.1% | -2.2%
N370S GC | 1.4%&6.8%&-16.5% | -4.0% | x | 4.3% | 4.5% | 14.0%

49. Cc1cc(C)c(COCc2cc(/C=N/O)c(C)cc2C)cc1/C=N/O
50. COc1cc(CCC(=O)OCC(=O)Nc2ccc(F)c(F)c2)cc(OC)c1OC
51. CCOC(=O)c1c(C2CC2)csc1NC(=O)COC(=O)c1ccc[n+]([O-])c1
52. CN(C(=O)COC(=O)c1ccc(Br)o1)c1c(N)n(Cc2ccccc2)c(=O)[nH]c1=O
53. Cc1ccc(Nc2c3c(nc4ccccc24)CCC3)cc1F
54. Cc1cccc(NCc2ccc(N(C)C)cc2)n1
compound no. | 49 | 50 | 51 | 52 | 53 | 54
FEN1 inhibitor | -6.1% | -12.4% | -9.4% | 18.2% | -8.4% | -3.3%
TDP1 inh | 2.8% | x | 3.4% | x | 2.9% | 13.3%
N370S GC | -3.5% | -15.3% | 8.8% | 6.2% | x | -0.2%

# Compound profiles, from the list above. Values in the order: FEN1 inhibitor	TDP1 inh	N370S GC
# Listed for CN(C(=O)COC(=O)c1ccc(Br)o1)c1c(N)n(Cc2ccccc2)c(=O)[nH]c1=O → 18.2%	x	6.2%
# Listed for Cc1cc(C)c(COCc2cc(/C=N/O)c(C)cc2C)cc1/C=N/O → -6.1%	2.8%	-3.5%
# Listed for Cc1cccc(NCc2ccc(N(C)C)cc2)n1 → -3.3%	13.3%	-0.2%
# Listed for COc1cc(CCC(=O)OCC(=O)Nc2ccc(F)c(F)c2)cc(OC)c1OC → -12.4%	x	-15.3%

# Continuation:
55. O=[N+]([O-])c1cc(S(=O)(=O)N2CCCC2)ccc1N/N=C/c1cccnc1
56. O=C(Nc1ccncc1)C1CCN(S(=O)(=O)c2c(Cl)cccc2Cl)CC1
57. Cc1cc(C)c(OCC(=O)OC(C)C(=O)NCc2ccccc2)c(C)c1 (configuration not stated)
58. O=C1CCCN1C(=O)COc1ccccc1[N+](=O)[O-]
59. C=CCNc1nc(-c2cc3ccccc3o2)cs1
60. CCOc1ccccc1Nc1nc(-c2sc(C)nc2C)cs1
compound no. | 55 | 56 | 57 | 58 | 59 | 60
FEN1 inhibitor | 0.4% | -1.5% | -20.1% | 8.5% | -19.4% | -6.0%
TDP1 inh | 5.5% | 1.2% | 0.0% | -14.9% | 7.0% | 4.9%
N370S GC | -0.3% | -14.8% | 0.9% | 0.2% | -0.9% | 16.9%

61. Cc1cccc(N2CCN(c3c4c(nc5nncn35)CCC4)CC2)c1C
62. Cc1c(C(=O)NCCSCc2cccc(C(F)(F)F)c2)cnn1-c1ccc(F)cc1
63. NC(=O)CSc1nnnn1-c1cccc(O)c1
64. O=c1cc(CN2CCc3ccccc32)nc2sccn12
65. Cc1cccc(N(C(=O)Nc2ccccc2)C2=NCC(C)S2)c1 (configuration not stated)
66. COc1ccccc1CC(=O)NNC(=O)c1ccc(C(C)(C)C)cc1
compound no. | 61 | 62 | 63 | 64 | 65 | 66
FEN1 inhibitor | 16.9% | -21.7% | 10.4% | -7.6% | 0.3% | 9.4%
TDP1 inh | -2.3% | 3.5% | 4.7% | 3.5% | 4.9% | 0.8%
N370S GC | x | 3.7% | x | 4.4% | -7.8% | -7.3%

67. C/C(=N\Nc1ccc(F)cc1F)c1ccccc1O
68. CCOc1ccccc1C(=O)NCCCCCC(=O)O
69. Cc1ccc(OC(=O)C2CCN(C(=O)c3ccccc3C)CC2)c(Br)c1
70. O=C(c1ccccc1Oc1ccccc1)N1CCN(c2ccc(F)cc2)CC1
71. CCOc1cc([N+](=O)[O-])c2nc(N)sc2c1
72. Cc1ccccc1NC(=S)N/N=C/c1ccc(O)cc1O
compound no. | 67 | 68 | 69 | 70 | 71 | 72
FEN1 inhibitor | -17.7% | -4.0% | -14.0% | -8.1% | -15.2% | -0.8%
TDP1 inh | 6.5% | 5.9% | x | 5.2% | x | 7.0%
N370S GC | -11.9% | -9.4% | -14.0% | u | 5.5% | -19.2%
